HTR5A inv ag: inverse agonist of human HTR5A in OPRM1-OPRD1 counter-screen; inhibition, % at 9.3 µM; AID 504634; 0.083% of 340,000 active; HTR5A cell line, luminescence, inverse agonism; P47898; in the data active = inhibition mostly above about 23%, no sharp cut-off; inactive = mostly below about 18%;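 note: 0% = cells with DMSO and 100% = no-cell wells with DMSO; some compounds called inactive have numbers as strong as hits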
Target sequence (P47898 whole entry, looked up): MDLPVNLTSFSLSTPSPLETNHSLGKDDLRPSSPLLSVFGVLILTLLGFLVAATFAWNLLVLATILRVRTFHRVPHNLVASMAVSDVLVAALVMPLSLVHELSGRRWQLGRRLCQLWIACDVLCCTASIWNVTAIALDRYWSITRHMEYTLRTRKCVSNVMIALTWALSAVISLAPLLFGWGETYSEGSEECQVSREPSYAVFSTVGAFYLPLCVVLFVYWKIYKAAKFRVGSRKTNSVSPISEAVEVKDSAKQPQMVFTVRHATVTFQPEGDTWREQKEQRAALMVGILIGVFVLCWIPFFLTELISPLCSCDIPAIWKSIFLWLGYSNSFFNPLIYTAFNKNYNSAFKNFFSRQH
HTR5A ag ctr: activates human HTR5A in OPRM1-OPRD1 agonist counter-screen; P47898; HTR5A agonist assay, luminescence, cell-based; activation, % at 9.3 µM; 0.61% of 340,000 active; AID 504692; in the data active = activation mostly above about 9.5%, no sharp cut-off; inactive = mostly below about 7.6%;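 note: 0% = cells with vehicle only and 100% = reference agonist; strong numbers were not always called active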
CDK5 inh: blocks human CDK5/p35 kinase activity. Q00535+Q15078. Recombinant CDK5/p35, ADP-Glo luminescence, 60 min. inhibition, % at 10 µM. 0.01% of 330,000 active;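 active = highest replicate inhibition of at least 50% and at least 75% of replicates reaching 50%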;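 note: plate controls were DMSO neutral control for no effect and GW8510 at 10 µM for full effect; many of its hits are not listed in these tables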
DAGLB inh: blocks human DAGLB lipase activity; Q8NCG7; HEK293T DAGLB membrane lysate, EnzChek fluorogenic substrate; inhibition, % at 5.17 µM; 0.059% of 340,000 active; in the data active = inhibition above about 34%;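 note: 0% = enzyme with vehicle and 100% = wells lacking enzyme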
PKA-R1A act: PKA-R1A complex activation; P00514+P68181; PKA-R1A dissociation, Cy5-IP20 fluorescence polarization; scaled: DMSO 0%, 113 µM cGMP 100%; activation, % at 11.4 µM; 0.083% of 340,000 active; AID 504707;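 active = percent activation above the mean of all tested compounds plus 3 SD, cut at about 19% in these data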;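 note: higher means more PKAc released from R1A so a rise in polarization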
phage Ecoli inh: E. coli growth loss with phage present; AID 651602; 0.26% of 360,000 active; growth absorbance; inhibition, % at 11.9 µM; in the data active = inhibition above about 11%
SUMO Mot1 rescue: SUMOylation pathway inhibition by Mot1-301 growth rescue; S. cerevisiae Mot1-301 growth rescue, ATP luminescence, 38.5C; percent above DMSO median, 100 means doubled; growth rescue, % at 18.8 µM; 1% of 320,000 active; AID 2716;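 active = every valid replicate shows activation above 250% relative to neutral control wells; inactive = the rest, any valid replicate at or below 250%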;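 note: OY570 slx delta 5 strain wells were the positive control but not used for scaling; some compounds called inactive have numbers as strong as hits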
PKA-R2B act: activates the human PKA-R2B holoenzyme complex | PKA-R2B holoenzyme dissociation, Cy5-IP20 fluorescence polarization; R2B truncated from residue 108, S112A mutant; 0% DMSO only, 100% 113 µM cGMP | P22694+P31323 | activation, % at 11.4 µM | 0.079% of 340,000 active | AID 504700;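 active = activation above a cutoff set at the mean over all compounds plus 3 SD, cut at about 18% in these data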;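 note: higher means more holoenzyme dissociation and a rise in polarization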
Target sequence (P31323 whole entry, looked up, other chains not shown, the tested form may be a part): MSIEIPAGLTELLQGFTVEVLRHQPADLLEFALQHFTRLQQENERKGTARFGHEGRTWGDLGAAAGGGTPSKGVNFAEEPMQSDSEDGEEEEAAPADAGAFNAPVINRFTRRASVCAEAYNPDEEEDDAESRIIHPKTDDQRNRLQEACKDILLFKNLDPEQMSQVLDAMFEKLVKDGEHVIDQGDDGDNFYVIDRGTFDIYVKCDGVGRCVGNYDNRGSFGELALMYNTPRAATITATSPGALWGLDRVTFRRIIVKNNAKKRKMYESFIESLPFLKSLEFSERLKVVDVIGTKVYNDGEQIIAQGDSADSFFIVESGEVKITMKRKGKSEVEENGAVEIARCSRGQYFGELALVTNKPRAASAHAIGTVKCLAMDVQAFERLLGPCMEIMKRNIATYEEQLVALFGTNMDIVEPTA
E coli growth: counter-screen for AddAB inhibitors: E. coli growth inhibition. inhibition, % at 11.9 µM. 0.27% of 330,000 active. AID 449728. E. coli V3065 growth, OD600 absorbance, 18 h;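 active = inhibition above the campaign's mean inhibition across all tested compounds plus 3 SD, cut at about 9.9% in these data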;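 note: uninfected addAB+ strain grown without phage in ampicillin broth; 0% = DMSO wells and 100% = ciprofloxacin 0.95 µg/ml wells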
AddAB inh: less growth of phage-infected E. coli with AddAB; AID 435030; E. coli expressing H. pylori AddAB, absorbance growth; 0.29% of 330,000 active; inhibition, % at 11.9 µM; in the data active = inhibition above about 12%;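 note: 0% = vehicle wells of infected cells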
Tat transport: E. coli Tat transport inhibition; inhibition, % at 10 µM; AID 488895; 0.036% of 340,000 active; E. coli MC4100 TorA-mCherry Tat export, fluorescence;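 active = mean replicate inhibition at least 50% and at least half of replicates individually reaching 50%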;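 note: exported cargo escapes ClpAP degradation while cytoplasmic cargo is degraded and loses fluorescence; 0% = median of neutral control wells and 100% = median of NaSCN control wells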
* hit, by the source's call; nt = no result given; + = active, no number.

SMILES	HTR5A inv ag	HTR5A ag ctr	CDK5 inh	DAGLB inh	PKA-R1A act	phage Ecoli inh	SUMO Mot1 rescue	PKA-R2B act	E coli growth	AddAB inh	Tat transport
Cc1ccc(S(=O)(=O)NC(=O)c2ccc(-c3ccc(C)c4ccccc34)o2)cc1	-5	2	-2.7	9	0	2.1	6	6	0.0	0.3	-9
CC1CCCCN1CC(O)COCc1ccc(Cl)cc1 (stereo unspecified)	8	8	0.4	1	8	1.7	17	-3	-0.8	2.5	8
Cc1cccnc1CCNC(=O)C1CCC(=O)N(Cc2cccc(F)c2)C1 (stereo unspecified)	3	1	-0.9	-1	-7	0.9	7	2	-1.8	0.2	-1
COc1ccc(-c2nc3ccccc3c(=O)n2CCOc2ccccc2C)cc1	-14	-3	-0.5	1	-2	2.5	-4	-14	0.2	-0.5	-1
CCOC(=O)[C@H]1[C@H]2COc3cc(OC)ccc3[C@@H]2N2C(=O)c3ccc(C)cc3NC(=O)[C@@]12C	-10	4	-2.0	-2	6	2.3	-11	6	-0.5	2.7	-1
CCC(NC(=S)NC1CCCCC1)c1ccccc1 (stereo unspecified)	0	0	-2.1	-2	1	2.1	6	-7	nt	nt	-1
COc1ccc(/C=C/C(=O)Nc2cc(C(F)(F)F)ccc2Cl)cc1	-19	11	-1.6	-8	7	0.7	443	4	1.2	0.3	14
Cc1cc(NC(=O)CSc2nc(CC(C)(C)C)nc3c2c(=O)n(C)c(=O)n3C)no1	18	-6	-1.9	1	-9	0.5	9	0	0.8	1.1	-15
CCOC(CCn1c(SCc2cccc([N+](=O)[O-])c2)nc2ccccc2c1=O)OCC	13	-5	-1.6	-10	0	1.9	0	-14	-3.1	0.0	13
CCNC(=O)NC(=O)COC(=O)CCCSc1nc2ccccc2[nH]1	6	-3	-1.4	4	7	-1.9	22	-8	1.0	1.3	2
CCCSc1nc2sc3c(c2c(=O)[nH]1)CC(C)(CC)OC3 (stereo unspecified)	7	-2	-0.1	0	-4	1.7	48	0	0.5	1.3	-1
NC(=O)C1CCN(C(=S)c2ccc(-c3ccc(Br)cc3)o2)CC1	nt	nt	-4.3	nt	nt	3.8	2	nt	-1.8	2.9	0
CCN(CC)CCNC(=O)CS(=O)Cc1nc(-c2ccc(Cl)cc2)oc1C (stereo unspecified)	-15	-2	1.3	4	1	0.5	-6	1	-2.7	0.4	1
CC(C)NC(=O)c1onc(CSc2ccccc2F)c1C(=O)O	-13	4	-0.3	3	-18	1.8	30	4	-1.2	2.1	3
O=C1OC(/C(=C\Nc2ccccc2)[N+](=O)[O-])c2ccccc21 (stereo unspecified)	-5	2	2.1	-1	-1	2.9	29	1	-1.8	0.7	0
Cc1ccc(S(=O)(=O)N(C)c2ccc(C(=O)NCC(c3ccco3)N(C)C)cc2)cc1 (stereo unspecified)	-10	3	-0.5	1	-1	3.9	-19	-7	-0.9	0.9	-10
C#CCOCCOCCOCCNc1nc(N2CCN(C(=O)C([C@@H](C)O)n3cc([C@@H](N)CCCCN)nn3)CC2)nc(N2CCN(C(=O)C([C@@H](C)O)n3cc([C@@H](N)CCCCN)nn3)CC2)n1 (stereo partly specified)	-5	-3	1.7	1	2	2.9	-30	-3	-1.2	-0.1	-2
CC1(C)CC2CC(C)(CN2S(=O)(=O)c2cccc(C(=O)O)c2)C1 (stereo unspecified)	2	-1	1.2	1	-9	-0.9	14	4	1.4	0.8	-1
COCCNC(=O)c1nc2c(nnn2Cc2cc(C)ccc2C)c(=O)[nH]1	10	-4	-3.6	3	6	0.4	-10	-11	1.6	4.0	1
O=C(Nc1ccc(Cl)cn1)c1ccccc1SCc1ccccc1	5	-1	-1.4	-10	-7	2.3	4	-3	0.6	3.5	5

One compound at a time (already shown). Screens in order: HTR5A inv ag, HTR5A ag ctr, CDK5 inh, DAGLB inh, PKA-R1A act, phage Ecoli inh, SUMO Mot1 rescue, PKA-R2B act, E coli growth, AddAB inh, Tat transport
CCN(CC)CCNC(=O)CS(=O)Cc1nc(-c2ccc(Cl)cc2)oc1C (stereo unspecified) is entered as -15, -2, 1.3, 4, 1, 0.5, -6, 1, -2.7, 0.4, 1
Cc1cccnc1CCNC(=O)C1CCC(=O)N(Cc2cccc(F)c2)C1 (stereo unspecified) is entered as 3, 1, -0.9, -1, -7, 0.9, 7, 2, -1.8, 0.2, -1
CC1(C)CC2CC(C)(CN2S(=O)(=O)c2cccc(C(=O)O)c2)C1 (stereo unspecified) is entered as 2, -1, 1.2, 1, -9, -0.9, 14, 4, 1.4, 0.8, -1

The list continues:
SMILES	HTR5A inv ag	HTR5A ag ctr	CDK5 inh	DAGLB inh	PKA-R1A act	phage Ecoli inh	SUMO Mot1 rescue	PKA-R2B act	E coli growth	AddAB inh	Tat transport
O=C(NN1CC(=O)N(c2cc(Cl)cc(Cl)c2)CC1=O)c1cccs1	-19	-2	-5.8	1	-7	2.2	-1	-6	-0.3	0.9	3
COc1cc(CC(=O)O)c(C(C)=O)cc1OC	-16	-1	0.8	0	-11	3.5	9	-4	0.1	0.8	4
O=C(NNC(=O)C1CCC(C(=O)NNC(=O)c2cccs2)CC1)c1cccs1 (stereo unspecified)	-3	4	1.5	0	0	-2.8	-8	0	2.0	-1.8	-6
COc1cc(CC(=O)Nc2ccc3nc(C)sc3c2)cc(OC)c1OC	9	-4	0.2	-2	6	3.3	-15	5	0.4	0.2	-2
COc1ccc2c(c1)c1ccccc1n2C	-22	-1	-0.1	-2	-7	0.6	-20	-3	-0.6	-1.7	3
Cc1cccc(N2CCN(S(=O)(=O)c3c(C)noc3/C=C/N(C)C)CC2)c1C	-9	5	nt	2	-1	0.6	0	-10	0.7	3.6	-4
Nc1nnc(SCc2cccnc2)s1	-7	5	0.5	0	3	-0.9	-2	3	-0.9	-0.3	-1
CCOc1cc(/C=C(\C#N)C(=O)Nc2ccccc2C(=O)O)ccc1OC(=O)c1ccc(C)cc1	-7	0	-0.6	0	-4	2.4	-35	-4	-0.7	4.8	4
COc1ccc(C2=NN(Cc3c(F)cccc3Cl)C(=O)CC2)cc1	-2	1	-0.2	-2	-12	1.7	-23	-2	-1.2	1.1	12
O=[N+]([O-])c1cccc(/C=C/c2ccccn2)c1	3	-1	1.6	-5	-10	-0.9	6	5	2.9	0.7	3
Cc1cc(=O)c(C(=O)O)cn1Nc1ccc(Cl)cc1	1	2	0.8	0	0	2.1	+	15	-0.5	3.0	2
COc1cccc(-c2[nH]nc3c2C(c2ccsc2)C(C#N)=C(N)O3)c1 (stereo unspecified)	9	4	-1.4	2	-5	3.0	241	-11	-3.0	0.0	10
C[C@H](CO)N1C[C@H](C)[C@@H](CN(C)C(=O)Nc2ccc(C(F)(F)F)cc2)Oc2c(NC(=O)c3ccncc3)cccc2C1=O	6	-2	-1.5	-6	2	-2.3	-11	15	-0.9	3.9	2
COC(=O)C1=C(O)/C(=C\c2ccc(CNC(=O)C(=O)Nc3ccc(C)cc3)o2)N=C1C	13	-6	-2.7	9	0	0.0	-17	6	-2.5	4.2	-1
O=C(NCc1nnc(SCC(=O)N2CCCCCC2)o1)c1ccc(F)cc1	-1	0	-3.6	3	-4	0.7	4	-7	-0.3	1.6	29
O=C(Nc1cccc([N+](=O)[O-])c1)c1ccc2c(c1)C(=O)N(c1ccccn1)C2=O	11	-3	-1.9	-2	-7	3.3	-8	-9	0.8	1.5	3
CCCCC1=CC2=CC(=O)C(C)(OC(=O)CC)C(=O)C2=CN1c1ccc(OC)cc1 (stereo unspecified)	-26	1	1.6	3	-12	0.9	-3	0	-1.9	1.9	-8
COC1OC(CO)C(O)C(O)C1O (stereo unspecified)	-14	6	0.4	-2	0	4.6	2	4	0.5	5.4	-10
O=C(Oc1ccc(Cl)c2ccccc12)N1CCCCC1	-16	6	0.3	-10	6	3.7	6	-5	-3.8	3.1	7
CCc1nnc(NC(=O)CSc2nc(-c3ccccc3)cc(-c3ccc(F)cc3)c2C#N)s1	0	0	-0.4	1	-5	-0.5	-9	-2	-1.6	2.8	-2
O=C(NCCCN1CCOCC1)c1ccc2c(c1)N(Cc1c(F)cccc1Cl)C(=O)c1ccccc1S2	19	1	-1.9	0	4	1.4	4	6	-3.0	2.5	8
CC[C@]12c3[nH]c4cc(-c5ccco5)ccc4c3CCN1C(=O)[C@@H](CC(=O)NCc1ccco1)C[C@@H]2C(=O)N1CCN(C(=O)c2ccco2)CC1	-7	2	-1.3	1	-14	1.8	nt	-3	-1.8	-0.7	4
Cc1ccccc1NC(=O)c1ccc(Cl)c(NC(=O)c2ccncc2)c1	16	3	-1.7	-4	-9	2.4	-23	-9	-0.4	2.4	-1
CC(C)CN1CCN(Cc2cccc3nccnc23)CC1CCO (stereo unspecified)	13	-1	-4.0	1	-5	0.6	2	1	-0.1	4.5	1
O=C(CN1CCSC1=O)N1CCN(S(=O)(=O)c2ccc(F)cc2)CC1	5	-2	-0.1	1	0	1.9	nt	3	nt	nt	-1
CN(C)S(=O)(=O)c1cccc(NC(=O)/C=C/c2ccccc2[N+](=O)[O-])c1	7	-3	0.2	-1	8	4.2	4	-1	2.7	2.1	0
CCOC(=O)c1c(C)[nH]c(C)c1S(=O)(=O)NCCCc1ccco1	16	2	nt	-1	-4	4.8	55	-15	-0.5	2.7	3
CCCc1cc(=O)[nH]c(SCC(=O)N(CC(C)C)C2CCS(=O)(=O)C2)n1 (stereo unspecified)	1	-2	nt	-1	8	0.5	141	1	-1.1	4.8	-1
O=S1(=O)c2ccc(Br)cc2N2CC[C@H](C2)N1Cc1ccc(Cl)cc1	2	-1	-5.7	-3	2	3.4	nt	2	nt	nt	0
Cc1cccc(N2CCN(C(=O)Cc3ccc(Br)cc3)CC2)c1C	9	-3	-0.3	-19	-4	2.1	8	-13	0.2	4.0	1
COc1ccc2oc(C(=O)NCc3ccccc3CN3CCCC3)c(C)c2c1	1	0	-1.1	-3	-8	1.7	20	-10	-2.8	0.4	-4
CC(=O)Nc1sc2c(c1C#N)CC(C)(C)NC2(C)C	5	5	0.6	1	-12	3.3	-4	-4	1.5	5.1	-6
C[N+](C)(C)CC(O)CC(=O)O (stereo unspecified)	3	-1	-1.9	0	-7	3.6	0	5	0.0	-0.8	-11
CCc1ccc2[nH]c(=O)c(CN(CCN3CCOCC3)C(=O)Nc3ccccc3F)cc2c1	-18	-2	1.3	3	-4	3.1	-5	5	1.2	-0.3	-5
CCN(CC(=O)NC(C)C)C(=O)C(CCSC)NC(=O)c1cccc(C)c1 (stereo unspecified)	-9	-2	-5.9	1	4	-0.6	2	0	1.8	2.9	26
CCCC(=O)C1=C(O)C(C(=O)OC)C(C)(C)CC1=Nc1cccc2ccccc12 (stereo unspecified)	-27	10*	0.8	-13	3	-0.2	-2	3	5.1	-1.6	14
O=c1[nH]c2cc3c(cc2cc1CN(CCc1ccccc1)Cc1nnnn1CC1CCCO1)OCO3 (stereo unspecified)	22	1	1.2	0	-7	-1.3	-13	-1	1.9	1.2	-6
CCC(=O)NC(Cc1ccccc1)c1ccc2c(c1)OCCCO2 (stereo unspecified)	2	-1	-1.9	2	-3	-0.7	-4	-9	0.1	1.6	-10
CCn1c(=O)c(-[n+]2ccccc2)c(O)c2ccccc21	-3	0	-1.4	1	3	1.1	293	1	0.0	0.8	1

Bioassay records as filed in PubChem BioAssay.
